Screens (PubChem)
rCAG binder = molecules binding r(CAG) RNA repeats. r(CAG) RNA repeat, TO-PRO-1 dye displacement fluorescence. inhibition, % at 3 µM. 370,000 tested, 1.3% active. AID 651821;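 active = inhibition above the plate cutoff, the mean of all test compounds on that plate plus 3 SD, cut at about 35% in these data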;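 note: 0% = DMSO alone and 100% = 100 µM mitoxantrone as full dye displacement; higher means more dye released from RNA so lower well fluorescence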
PG9 Ab binder = PG9 antibody binding by small molecule; TR-FRET gp120-PG9 antibody binding; inhibition, % at 6.7 µM; 360,000 tested, 0.43% active; AID 624416; in the data active = inhibition above about 8.5%
NPR2 activator = GC-B (human) receptor activation. activation, % at 10 µM. HEK293-GC-B cells, CNP EC30, cGMP TR-FRET; 0% at EC30 CNP, 100% saturating CNP. 370,000 tested, 0.11% active;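 active = activation at 10 µM reaching about 35% in either raw or pattern-adjusted values, limit read from the data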
HTRA1 inhibitor = inhibitors of human serine peptidase HTRA1; Q92743; recombinant HTRA1, FP-rhodamine activity-based probe, fluorescence polarization; inhibition, % at 5.96 µM; 340,000 tested, 0.5% active; in the data active = inhibition above about 36%;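 note: 0% = enzyme with DMSO and 100% = wells lacking enzyme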
ARFGAP1 inh = inhibits rat ARF GTPase activating protein 1; Arfgap1-stimulated ARF1 GTP hydrolysis, GDP FP detection; inhibition, % at 16.5 µM; 360,000 tested, 0.26% active; AID 651572;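 active = inhibition above a per-plate limit, mean inhibition of low control wells plus 3 SD, cut at about 25% in these data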;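 note: 0% = DMSO wells with enzyme and 100% = wells lacking Arfgap1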
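Assay system: purified rat His6-Arfgap1 residues 1-136 (GAP domain); Reagent: human Δ17 ARF1 bound to GTP; Dosing: 16.5 µM single point, 1.26% DMSO; Times: GTP hydrolysis reaction 2 h at 25 °C; Signal: FP, GDP Alexa 633 tracer displaced from anti-GDP antibody, 620/688 nm; Measure: % inhibition from polarization.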
GC-A act = GC-A (human) enzyme activation. HEK293 GC-A cells, cGMP TR-FRET, EC30 ANP; 0% at EC30 ANP, 100% saturating ANP. 370,000 tested, 0.14% active. AID 1671463. P16066. activation, % at 10 µM; in the data active = activation above about 40%
Target sequence (P16066 whole entry, looked up): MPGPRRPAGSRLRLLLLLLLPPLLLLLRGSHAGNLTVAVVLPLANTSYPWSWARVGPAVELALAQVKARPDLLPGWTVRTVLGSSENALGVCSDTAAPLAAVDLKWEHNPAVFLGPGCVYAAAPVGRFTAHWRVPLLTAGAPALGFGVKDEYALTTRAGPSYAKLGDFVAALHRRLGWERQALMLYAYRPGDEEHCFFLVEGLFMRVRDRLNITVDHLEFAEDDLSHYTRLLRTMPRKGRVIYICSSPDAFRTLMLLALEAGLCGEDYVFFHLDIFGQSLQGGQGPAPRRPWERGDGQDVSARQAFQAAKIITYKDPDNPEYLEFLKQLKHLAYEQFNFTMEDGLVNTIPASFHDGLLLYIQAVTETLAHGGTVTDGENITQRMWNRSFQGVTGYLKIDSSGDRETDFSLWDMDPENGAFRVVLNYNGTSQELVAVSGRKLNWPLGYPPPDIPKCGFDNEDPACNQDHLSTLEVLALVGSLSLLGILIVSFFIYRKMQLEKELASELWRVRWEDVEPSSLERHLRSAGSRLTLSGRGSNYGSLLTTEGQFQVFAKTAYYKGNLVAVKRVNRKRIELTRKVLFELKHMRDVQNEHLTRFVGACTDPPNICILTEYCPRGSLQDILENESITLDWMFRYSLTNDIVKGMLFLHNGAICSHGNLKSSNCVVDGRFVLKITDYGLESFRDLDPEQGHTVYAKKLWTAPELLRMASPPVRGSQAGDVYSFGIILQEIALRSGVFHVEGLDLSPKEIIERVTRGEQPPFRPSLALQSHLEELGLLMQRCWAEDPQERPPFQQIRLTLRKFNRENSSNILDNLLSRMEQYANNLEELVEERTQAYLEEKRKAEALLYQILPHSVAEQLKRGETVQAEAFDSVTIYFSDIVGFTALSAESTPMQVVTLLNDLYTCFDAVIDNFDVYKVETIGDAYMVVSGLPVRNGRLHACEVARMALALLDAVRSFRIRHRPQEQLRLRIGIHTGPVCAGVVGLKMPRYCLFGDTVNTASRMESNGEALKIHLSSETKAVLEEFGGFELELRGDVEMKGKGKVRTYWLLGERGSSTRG
SMARCA2 activ = SMARCA2 function activation, primary screen; AID 652017; activation, % at 9.1 µM; MG213 cells, MMTV-luciferase reporter, dexamethasone, overnight; 370,000 tested, 1% active; in the data active = activation above about 7.8%;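 note: 0% = vehicle wells and 100% = reference activator wells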
NR1D1 modulator = Rev-erb alpha (human) modulation | AID 1259318 | P20393 | activity, % at 10 µM | 370,000 tested, 0.79% active | Rev-erbα–FITC-DNA binding, fluorescence polarization, 90 min;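 active = activity above about 14%, limit read from the data; passing the limit was not always enough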;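 note: 0% = DMSO wells with 35 nM protein and 100% = DMSO wells with 750 nM protein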
ASAP1 GAP inh = blocks human ASAP1-stimulated Arf1 GTP hydrolysis. GDP FP detection. inhibition, % at 16.5 µM. 360,000 tested, 0.19% active. AID 624377; in the data active = inhibition above about 25%;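 note: 0% = vehicle with enzyme and substrate and 100% = no enzyme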
mABHD4 FP = inhibits mouse alpha/beta hydrolase domain 4. Q8VD66. purified mABHD4, FP-Rh probe fluorescence polarization. inhibition, % at 8.92 µM. 370,000 tested, 0.54% active;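 active = inhibition exceeding the mean over every tested compound plus 3 SD, cut at about 30% in these data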;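 note: 0% = plate median of compound wells and 100% = S159A mutant with DMSO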
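Assay system: Wild-type mouse ABHD4 protein | Medium: HEPES pH 7.0 buffer, 150 mM NaCl, 0.01% Pluronic F-127 | Incubation: Enzyme–compound pre-incubation 45 min, then probe 60 min, both 25 °C | Technique: Fluorescence polarization with parallel and perpendicular emission, 525/598 nm | Evaluation: % inhibition of FP-Rh probe binding versus controls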
An asterisk follows results filed as active; . = not tested or not shown; & = joins results of further samples.

molecule,rCAG binder,NPR2 activator,GC-A act,HTRA1 inhibitor,NR1D1 modulator,ASAP1 GAP inh,mABHD4 FP,ARFGAP1 inh,PG9 Ab binder,SMARCA2 activ
Cc1cc(C)c(NC(=O)C2c3ccccc3Oc3ccccc32)c(C)c1,0,7,-3,-11,-8,-6,-4,4,-0.3,-3
COc1cccc(CN(C)C(=O)c2cccc(S(=O)(=O)Nc3cccc(C)c3)c2)c1OC,-3,2,-6,-10,-8,-4,-1,3,1.5,1
CC[C@@H](C)[C@@H]1CN([C@@H](C)CN2CCC[C@H]2CN2C(N)=NC[C@H]2CC(C)C)C(=N)N1CCCC1CCCC1,7,0,1,4,1,-10,10,-8,0.1,-4
COc1ccc(Cn2c(N)c(S(=O)(=O)c3cccs3)c3nc4ccccc4nc32)cc1,-1,1,0,-15,-3,3,3,-5,0.6,0
COC(=O)[C@H](CCSC)NC(=O)N1CCN(Cc2ccccc2)CC1,0,3,1,-3,-3,5,0,-3,-0.7,2
O=C(Nc1c2n(c(=S)n(-c3ccccc3)c1=O)CCCCC2)c1ccccc1,-4,6,1,5,-6,4,1,-3,0.8,0
COc1cc(/C=N/n2c(C)n[nH]c2=S)ccc1OCc1ccc(F)cc1,6,-7,4,-2,1,6,4,-5,-0.5,-1
CCCCn1c(O)c(N=NC(=O)c2ccco2)c2ccccc21,-1,5,4,-7,1,-2,4,0,-4.1,1
Cc1c(NS(=O)(=O)c2cccc(C(=O)NCc3cccc(Cl)c3)c2)c(=O)n(-c2ccccc2)n1C,7,-6,-5,3,4,-7,-10,9,-1.2,2
CCC(NC(=O)c1ccccc1O)c1ccccc1 (centres undefined),0,4,-3,-6,-1,0,-12,-2,0.0,-5
Cc1ccccc1-c1nnc(SCC(=O)Nc2cccc(C)c2C)o1,-1,-5,-3,-3,-2,9,1,-6,2.3,0
Cc1ccc(NC(=O)c2ccc(NCCCN3CCC(C)CC3)c([N+](=O)[O-])c2)c(C)c1,1,-3,2,2,5,-6,-3,-6,0.2,-1
CN(C(=O)c1ccoc1)c1ccc2ccccc2c1,-2,-2,2,-1,-2,-10,-9,-16,1.8,-4
COc1ccc(N(C)S(=O)(=O)c2cccc(C(=O)NC3CCCC(C)C3C)c2)cc1 (centres undefined),0,0,-4,-25,5,7,-14,-5,0.2,-3
Cc1cc(C(=O)N/N=C/c2ccc(Br)o2)n[nH]1,1,2,1,2,1,2,1,-3,-1.3,2

Reprinted at random: two compounds from above.
molecule,rCAG binder,NPR2 activator,GC-A act,HTRA1 inhibitor,NR1D1 modulator,ASAP1 GAP inh,mABHD4 FP,ARFGAP1 inh,PG9 Ab binder,SMARCA2 activ
CN(C(=O)c1ccoc1)c1ccc2ccccc2c1,-2,-2,2,-1,-2,-10,-9,-16,1.8,-4
Cc1cc(C)c(NC(=O)C2c3ccccc3Oc3ccccc32)c(C)c1,0,7,-3,-11,-8,-6,-4,4,-0.3,-3

Next section
molecule,rCAG binder,NPR2 activator,GC-A act,HTRA1 inhibitor,NR1D1 modulator,ASAP1 GAP inh,mABHD4 FP,ARFGAP1 inh,PG9 Ab binder,SMARCA2 activ
O=C(CSc1nnnn1-c1cccc(O)c1)NC1CC1,-1,2,-1,-2,2,-9,-1,-6,-2.3,-2
Cc1ccc(C(=O)OCC2OC3OC(C)(C)OC3C2O)cc1 (centres undefined),-4,1,5,-1,4,-3,4,-5,-0.6,-2
O=C1c2ccccc2C2(c3ccccc3)NCCN12 (centres undefined),-1,3,0,-7,7,-7,-2,12,1.9,-3
Cc1cc(S(=O)(=O)c2cc3ccc(O)c(C)c3oc2=O)ccc1F,3,4,8,6,-7,-6,5,-13,2.2,-2
O=C(COc1ccc([N+](=O)[O-])cc1)NCCc1nc2ccccc2[nH]1,-2,0,0,.,-1,-8,1,-4,-2.8,-4
CCO[C@H]1OC(C(=O)N2CCN(Cc3ccc4c(c3)OCO4)CC2)=C[C@@H](c2cn(C(C)=O)c3ccccc23)[C@@H]1CCCO,7,-8,-6,-6,-6,10,-1,3,-0.9,0
CC(=O)Nc1nonc1NC(=O)CSC1=NCCS1,2,5,2,-3,0,-4,1,8,-0.3,0
O=C(CCC(=O)OCC(=O)c1ccc(-c2ccccc2)cc1)Nc1cccc2cccnc12,-1,0,0,0,2,2,-6,3,-0.5,-2
CC(C)CC(=O)NN(C)c1nc(-c2ccccc2)nnc1C(F)(F)F,0,-3,-4,8,1,-4,4,-4,0.0,-2
CC(NC(=O)/C(C#N)=C1\N=C(NC(=O)c2ccco2)c2ccccc21)c1ccccc1 (centres undefined),8,2,-3,.,-2,5,-6,-9,-1.9,-7
O=C(NCc1ccco1)c1sc2ccccc2c1Cl,1,-4,0,-4,1,-4,-4,3,0.5,5
NC(=S)NNC(=O)c1cccc(Cl)c1,-1,2,1,5,2,4,-1,7,-0.9,-1
COc1ccccc1-n1cnnc1SCC(=O)Nc1nc(C)c(Cl)cc1Cl,-2,-7,-2,-4,4,-4,-6,11,0.4,1
COc1ccc(N2CCN(CC(O)COCCOc3ccc(Br)cc3)CC2)cc1 (centres undefined),-6,4,5,6,-6,-12,0,-11,0.2,-2
CC(O)c1cccc(N=Cc2ccc3ccccc3c2O)c1 (centres undefined),-2,-4,-3,1,4,0,9,2,-4.0,1
Nc1nc2c(-c3ccc([N+](=O)[O-])cc3)nnn2c2ccccc12,4,-9,4,.,-25,13,0,-3,2.1,-3
CCN1CCN(CCc2nc3cc([N+](=O)[O-])ccc3n2C)CC1,4,-1,0,-9,6,-2,-8,-17,-0.7,-3
Nc1cc(S(=O)(=O)Nc2ccccc2Cl)ccc1N1CCCCC1,17,5,-4,-1,2,-5,6,-8,0.4,-2
COCCN1Cc2cccc(C(=O)NC(C)CCc3ccco3)c2C1=O (centres undefined),3,0,2,6,-1,15,3,16,0.2,1
CN(C)S(=O)(=O)c1ccc(C(=O)OCC(=O)Nc2cccnc2Cl)cc1,-4,3,-1,2,-10,-1,4,9,1.7,-2
O=c1c2ccccc2n(Cc2ccccc2F)c(=O)n1Cc1ccccc1F,-3,-6,3,-6,8,5,-1,9,0.9,-3
CCC(=O)N1CCCC(C(=O)NCc2ccc(C(C)C)cc2)CC1 (centres undefined),-2,3,2,.,-6,-3,-2,-3,-2.7,-2
COc1ccc(Cl)cc1C=CC=Nc1ccc(S(N)(=O)=O)cc1,15,-1,1,-46,9,-2,-31,7,-1.3,-3
CC(C)[C@H](NC(=O)N1CCn2c1nc1ccccc12)C(=O)NCc1ccco1,-6,1,-3,1,-2,7,2,-2,0.1,0
Cc1noc(C)c1COc1ccc(C(=O)NCCc2ccccn2)cc1,-1,1,0,-13,-5,-12,1,9,0.3,-3
CNC(=S)N1N=C(c2cccs2)CC1c1ccc(OC)cc1 (centres undefined),-1,1,4,-5,4,9,-2,-6,-1.0,0
COc1ccc(S(=O)(=O)N2CCC(C(=O)NCCCn3ccnc3)CC2)cc1C,-1,2,3,8,0,-14,5,6,-0.7,0
O=C(COC(=O)c1cc2ccccc2o1)NCc1ccco1,3,-3,3,5,-2,-1,-4,4,-0.6,-3
CC1CCCC(NC(=O)COC(=O)COc2cccc(F)c2)C1C (centres undefined),-1,-5,-2,-4,4,-6,-5,3,-0.6,2
O=C(CCNC(=O)C1CCN(S(=O)(=O)c2ccc(F)cc2)CC1)NCc1ccc(F)cc1,-6,4,0,3,2,4,7,-11,1.1,-2
C[C@@H](O)CNC(=O)c1[nH]cnc1C(=O)N[C@H](C)c1ccccc1,1,3,-2,2,6,8,5,-7,-0.9,1
CN(C(=O)C1Cc2c(-c3ccccc3Oc3ccccc3)ccnc2O1)c1ccccc1 (centres undefined),6,-17,-20,.,-4,12,-3,-4,-1.3,-8
CN1C(C(=O)Nc2ccc(F)cc2F)=CC(c2cccs2)=NS1(=O)=O,3,-8,-3,-6,0,22,-7,3,4.9,-4
O=C(CCc1ccccc1)NNC(=O)c1ccccc1Br,0,-3,2,-1,-3,4,2,8,-0.3,-2
Cc1ccc(S(=O)(=O)NC2=NCN(Cc3ccccc3)CN2)cc1,-1,-1,-8,2,-4,-5,8,-9,-1.5,-1
COc1ccc(OC)c(NC(=O)CSc2sc3c(O)cc(=O)[nH]c3c2C#N)c1,48*,-2,4,-11,-5,5,12,-5,0.3,0
CCCSc1nc2c(cnn2-c2ccccc2)c(=O)[nH]1,8,3,1,-4,3,-10,-5,-10,-0.4,-3
Cc1nnc(SCC(=O)NC(C)(C)C)n1NCc1cccc(Br)c1,-8,3,0,1,5,-6,2,-8,0.1,0
CCCCCc1nc2c(=O)n(C)c3ccccc3c2o1,-3,2,2,-8,-4,-14,-4,-12,-0.6,4
CC(C)Oc1ccc(CNC(=O)Cn2ccc3cc(S(=O)(=O)N4CCCC4)ccc32)cc1,0,-1,-3,-13,-7,-1,-1,-7,-1.3,-2
Cc1ccc(C)c(OCc2cc(C(=O)N3CCN(c4ccccc4C)CC3C)no2)c1 (centres undefined),3,0,3,-29,4,-11,0,3,-0.5,0
Nc1ccn([C@@H]2O[C@H](C(=O)N[C@H]3CCCCNC3=O)[C@@H](O)[C@H]2O)c(=O)n1,0,-2,2,.,-3,-4,-1,-7,-0.2,-1
Cc1ccc(S(=O)(=O)N2CCC(=O)N(CCOCc3ccc(F)cc3)CC2)cc1,-4,4,2,2,0,4,5,9,0.0,0
CCOC(=O)CN1C(=O)S/C(=C\c2ccc3c(c2)OCO3)C1=O,6,0,4,-4,-2,7,3,8,-2.3,0
C/C(=C\c1ccccc1)C(=O)NCc1ccco1,1,7,-1,1,0,-3,-4,-9,-0.6,1
CCn1cc(C2=NC(C(C)C)CO2)c2ccccc21 (centres undefined),-2,-2,-1,-4,-2,-13,-1,-3,-1.4,1
CC1CCN(S(=O)(=O)c2ccc3c(c2)oc(=O)n3CC(=O)N2c3ccccc3CC2C)CC1 (centres undefined),12,6,2,-11,4,-5,-3,11,-1.5,-3
Cc1cccc(C)c1OCCNC(=O)CCC(=O)c1ccccc1,-3,2,7,-1,-1,15,-1,4,-1.7,0
O=C(N/N=C/c1c[nH]c2ccccc12)c1ccn(Cc2ccc(Cl)cc2)n1,2,-7,-5,-8,1,12,7,-3,-0.3,0
O=C1c2[nH]nc(-c3ccccc3O)c2C(c2ccccc2F)N1Cc1ccco1 (centres undefined),9,-2,-4,-16,-2,10,-11,2,-1.1,-4
Cc1cc(C)n2nc(C(=O)N/N=C/c3cccc(Cl)c3)nc2n1,-1,-7,-5,3,-4,-3,-8,-5,-0.5,-4
COc1cccc(/C=N/n2nnnc2N)c1OCC#N,1,-4,-1,-4,-2,4,3,8,-3.0,-4
CCCC1CCC2(CCC(=O)N2CCC#N)CC1 (centres undefined),-1&4,-8&2,0&2,.,0&-2,.,9&3,.,.,-3&-2
CCOc1ccc(C2NCCc3cc(OC)c(OC)cc32)cc1OC (centres undefined),3,3,3,-2,0,-4,1,9,-0.9,-2
